ALOX12 inh – Primary qHTS assay for inhibitors of human arachidonate 12S-lipoxygenase (ALOX12): Round 2. hit rate 1.1% among 580,000. Polyunsaturated fatty acid lipoxygenase ALOX12 (Homo sapiens), P18054. purified 12hLO, xylenol orange hydroperoxide absorbance. Potency, µM (titrated, usually from 108 µM), for the others: at the highest dose activity change, negative = inhibition, usual class: inhibitors; active = well fitted inhibition curve with a large enough effect; inconclusive = small, poorly fitted or top-dose-only effect, or another doubt; inactive = no such curve, though single readings can be large or run the other way
Target sequence (P18054 whole entry, looked up): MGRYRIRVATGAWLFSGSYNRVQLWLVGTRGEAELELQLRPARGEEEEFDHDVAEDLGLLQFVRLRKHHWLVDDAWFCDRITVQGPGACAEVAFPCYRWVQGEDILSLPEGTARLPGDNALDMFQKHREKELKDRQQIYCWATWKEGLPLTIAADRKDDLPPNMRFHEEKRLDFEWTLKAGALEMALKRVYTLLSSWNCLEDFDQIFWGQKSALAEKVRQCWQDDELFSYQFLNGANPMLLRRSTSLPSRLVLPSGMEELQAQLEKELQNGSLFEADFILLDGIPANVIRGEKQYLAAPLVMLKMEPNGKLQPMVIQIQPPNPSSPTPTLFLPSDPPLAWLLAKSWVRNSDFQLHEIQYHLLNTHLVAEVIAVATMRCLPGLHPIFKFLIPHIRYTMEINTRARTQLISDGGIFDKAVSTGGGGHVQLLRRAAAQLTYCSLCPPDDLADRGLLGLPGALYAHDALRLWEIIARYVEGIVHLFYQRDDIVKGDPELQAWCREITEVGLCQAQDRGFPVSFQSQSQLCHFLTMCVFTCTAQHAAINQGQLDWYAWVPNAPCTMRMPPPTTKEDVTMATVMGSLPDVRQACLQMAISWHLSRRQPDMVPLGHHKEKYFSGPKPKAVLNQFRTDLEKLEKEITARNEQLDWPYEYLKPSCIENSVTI
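Purified human 12hLO at 150 nM in 25 mM Hepes, 0.01% Triton X-100, pH 7.0, preincubated 15 min at room temperature with compound. Reaction started with 40 uM arachidonic acid, 30 min at room temperature. Hydroperoxide measured by Fe-xylenol orange, 573/405 nm absorbance ratio.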
Starred values were filed as active, the others as inactive; ? = inconclusive; [ ] = another dose, or the depositor's remark. % is set by controls: 0 for no effect and ±100 for the full control effect; potency is the fitted concentration of half-maximal effect. Not all compounds are listed; rates above refer to the full screens.

ALOX12 inh,molecule
?,CC(C)N1CCc2c(C#N)c(NCc3ccco3)n3cnnc3c2C1
50%,CC1CCN(CC2CCCN(C(=O)COc3ccc(F)cc3)CC2)CC1 (centres undefined)
2%[176 µM],Cc1ccccc1-c1cnc2n[nH]c(-c3ccccc3)c2n1
12%[6.33 µM],O=C1OCCN1C1CCN(Cc2ccc(C(F)(F)F)cc2)CC1
-56%,COc1ccc(-c2nnc(C[C@@H]3C[C@@H](C(C)C)[C@H](CN4CCC(O)CC4)C=C3C)o2)cc1
13%,COc1cc(CN(C)C(=O)c2cc3ccccc3oc2=O)ccc1OC(F)F
28%,Cc1cc(C[C@@H]2COC[C@@H]2NC(=O)c2cc(C)oc2-c2ccccc2)on1
0%,O=C(CC1SC(c2cc3ccccc3oc2=O)=NC1=O)Nc1ccccc1 (centres undefined)
-2%,CCCc1ccc(C(=O)COC(=O)c2cccc(S(C)(=O)=O)c2)cc1
-48%,Cc1[nH]n(-c2ccc(F)cc2)c(=O)c1CCC(=O)Nc1ccc(C#N)cc1
38%[activator],COc1ccc(C(CC(=O)N2CCCC2)c2ccccc2)cc1 (centres undefined)
?,C[C@H](O)[C@@H]1CN2CCc3ccc(-c4ccc5c(c4)OCO5)cc3[C@@H]2C[C@@H]1N(C)C(=O)c1ccco1

Arranged by length of the SMILES (low to high): four of the compounds above.
ALOX12 inh,molecule
12%[6.33 µM],O=C1OCCN1C1CCN(Cc2ccc(C(F)(F)F)cc2)CC1
13%,COc1cc(CN(C)C(=O)c2cc3ccccc3oc2=O)ccc1OC(F)F
-56%,COc1ccc(-c2nnc(C[C@@H]3C[C@@H](C(C)C)[C@H](CN4CCC(O)CC4)C=C3C)o2)cc1
?,C[C@H](O)[C@@H]1CN2CCc3ccc(-c4ccc5c(c4)OCO5)cc3[C@@H]2C[C@@H]1N(C)C(=O)c1ccco1

Later entries:
ALOX12 inh,molecule
7%,CCC(=O)N1CCCCCCNC(=O)[C@@H]2C[C@@H](C(=O)NCCc3c[nH]c4ccccc34)C[C@@H]21
33%,CCOC(=O)C(NC(=O)c1ccc(OC)cc1)(Nc1cc(Cl)ccc1OC)C(F)(F)F (centres undefined)
3%,CC(NC(=O)CCn1nc(-c2ccccc2)c2ccccc2c1=O)c1ccccc1 (centres undefined)
-15%,COc1ccc(NC(=O)c2nnn(Cc3ccc(Cl)cc3)c2N)c(OC)c1
1%,COc1ccc(Cn2cc(CN3[C@@H](Cc4ccccc4)COc4cc(Br)ccc4S3(=O)=O)nn2)cc1
0%,CCOC(=O)c1cnc2ccc(Cl)cc2c1Nc1ccccc1OCC
73%[activator],CCc1cc(NCC(c2ccc(C)o2)N2CCOCC2)n2nccc2n1 (centres undefined)
?,CS(=O)(=O)Nc1cccc(-c2nc(NCc3cccs3)c3ccccc3n2)c1
16%,COC(=O)[C@H](NC(=O)[C@@H]1C[C@H](NC(=O)NC(C)C)CN1C(=O)c1cccn1C)C(C)C
15%,O=C(Cn1nc2c(cc1=O)CCCC2)N1CCN(c2ccc(Cl)cc2)CC1
20%,Cc1ccccc1C(=O)NC1CCN(c2cc(-c3ccc(Cl)cc3)[nH]n2)CC1
-1%,CC(=O)N1CCN(c2ccc(N3CCN(C(C)=O)[C@@H](C)C3)c(C)c2)[C@@H](C)C1

(listing goes on)
ALOX12 inh,molecule
?,O=C(NCc1cccs1)c1nc(-c2ccc(Cl)cc2Cl)c2ccccn12
?,CC(=O)Nc1cccc(-c2csc(Nc3ccc(O)cc3C)n2)c1
?,COc1ccc(N2C(=O)C(C)CS2(=O)=O)cc1S(=O)(=O)Nc1ccc(Cl)cc1 (centres undefined)
52%,O=C1Nc2ccc(-c3cccc(C(F)(F)F)c3)cc2C(=O)N2CCN(C(=O)c3ccccc3)C[C@H]12
9%,O=C(Cc1ccccc1)NNC(=S)NCc1ccccc1
9%,CC(NC(=O)/C(C#N)=C\c1cccc(Oc2ccccc2)c1)c1ccccc1 (centres undefined)
-24%,CCc1nc2ccccc2c(C(=O)OCC(=O)NC(C)(C)C)c1C
?,COc1ccc(S(=O)(=O)Nc2ccc(Nc3cc(N4CCCCC4)nc(C)n3)cc2)cc1
?,CCc1ccc2oc(C(=O)NCC(c3ccco3)N3CCOCC3)cc(=O)c2c1 (centres undefined)
-2%,Cn1c2ccncc2c2cc([N+](=O)[O-])ccc21
8%,CCN(CC)C(=O)C(Sc1nncn1-c1ccccc1F)c1ccccc1 (centres undefined)
0%,COc1ccc(-c2nn(-c3ccccc3C)cc2CN2CCCC2c2nonc2C)cc1F (centres undefined)

Later entries:
ALOX12 inh,molecule
33%[activator],COCCNC(=O)c1ccc(OC2CCN(Cc3ccc(C)s3)CC2)c(Cl)c1
?,Cc1ccccc1-c1cccc2c3c([nH]c12)[C@@H]1C[C@H]2[C@@H](C(=O)N1CC3)[C@H](C)ON2C
48%[activator],Cc1noc([C@@H]2CC(F)(F)CN2S(=O)(=O)c2ccc(F)cc2)n1
?,FC(F)Oc1cccc(-c2ccnc(=S)[nH]2)c1
4%,O=c1c2ccsc2ncn1Cc1coc(-c2cccc(Cl)c2)n1
-25%,N#Cc1cccc(C(=O)NCC2CCN(C(=O)C(=O)c3cc4ccccc4o3)CC2)c1
45µM*,O=C(Nc1cccc(C(F)(F)F)c1)O[C@@H]1CO[C@H]2[C@@H]1OC[C@@H]2NC(=S)NC1CCCCC1
63%[activator],COCC1CN(C2CCC2)CC12CCN(C(=O)c1cn(C)cn1)CC2 (centres undefined)
31%,COc1ccc(C(=O)N2CCCC(C(=O)Nc3ccc(C)cc3)C2)c2ccccc12 (centres undefined)
-1%,O=C1CC(c2ccccc2)N(C(=O)CNC(=O)NCc2ccccc2)CCCCCN1 (centres undefined)
-5%,O=[S+]1([O-])CCN(Cc2ccc(-c3cnc4c(OCc5ccccc5)nccn34)cc2)CC1
55%[activator][176 µM],Cc1ccccc1-c1cc(C(=O)NCCc2cnc[nH]2)c2c(c1)N(C)CCO2

More results:
ALOX12 inh,molecule
8%[6.33 µM],CC(=O)N1CC2(CCCN2Cc2cccc(C(N)=O)c2)Cc2ccccc21 (centres undefined)
24%,CCN(CC)CC(=O)N1CCC(C(=O)Nc2ccc(-c3nc4ccccc4o3)cc2)CC1
38%[activator],CN(C)C(=O)c1ccc2c(c1)N(C)C(CC(=O)NC(C)(C)c1ccccc1)CO2 (centres undefined)
33%,O=C(NCc1ccco1)C1COC2(CCN(C(=O)c3ccc(F)cc3)CC2)N1C(=O)c1ccccc1 (centres undefined)
5%,COc1cccc(-c2ccnc(-n3ncc(C(=O)NCC(C)(C)CN(C)C)c3C)n2)c1
5%,O=C(c1ccccc1F)N1CCC(Oc2ccccc2)C1 (centres undefined)
2%,O=c1ccn(C2CCCCC2)c(=O)[nH]1
-6%,Cn1c(SCC(=O)Nc2ccc(Br)cc2)nnc1-c1ccccc1F
1%,O=S(=O)(c1ccc(-c2nc(-c3ccccc3)no2)o1)N1CCOCC1
-16%,Cc1ccccc1-c1nc2cnccn2c1NCCC(=O)NCc1ccco1
-26%,O=C(/C=C/c1ccc(Cl)cc1Cl)OCc1c(F)cccc1Cl
7%,CC(/C=C/c1ccccc1)=N/NC(=O)C(c1ccccc1)c1ccccc1

Seven of the compounds above, comma-delimited.
Molecule,ALOX12 inh
CCN(CC)CC(=O)N1CCC(C(=O)Nc2ccc(-c3nc4ccccc4o3)cc2)CC1,24%
CN(C)C(=O)c1ccc2c(c1)N(C)C(CC(=O)NC(C)(C)c1ccccc1)CO2 (centres undefined),38%[activator]
O=C(NCc1ccco1)C1COC2(CCN(C(=O)c3ccc(F)cc3)CC2)N1C(=O)c1ccccc1 (centres undefined),33%
COc1cccc(-c2ccnc(-n3ncc(C(=O)NCC(C)(C)CN(C)C)c3C)n2)c1,5%
O=C(c1ccccc1F)N1CCC(Oc2ccccc2)C1 (centres undefined),5%
O=c1ccn(C2CCCCC2)c(=O)[nH]1,2%
Cn1c(SCC(=O)Nc2ccc(Br)cc2)nnc1-c1ccccc1F,-6%

The results go on.
ALOX12 inh,molecule
70%[activator],COCCNC(=O)Cn1cc(C(C)=O)c2ccccc21
13%,O=C(c1cccs1)N1CCCC(n2cc(-c3nc(C4CC4)no3)nn2)C1 (centres undefined)
16%,CCn1ccc(C(=O)N2CC(c3nc(CCOCC4CC4)no3)C2)n1
-7%,CCc1noc(-c2nc(-c3ccc(F)c(F)c3)no2)n1
-32%,CCCN(C(=O)CCc1cn(CCC)c2ccccc12)c1ccc(N(C)c2ccccn2)cc1
?,Cc1ccc(-c2nc(Cn3cnc(C#N)n3)co2)c(C)c1
14%,CCCNC(=O)c1cccc2c1CCN2S(=O)(=O)c1ccccc1F
-22%,C=CCN=C1NC(c2ccc(Cl)cc2)C(C(=O)OC)=C(C)N1Cc1ccccc1C(F)(F)F (centres undefined)
-11%,Cc1cc2ccccc2n1CC(=O)N1CCN(C(=O)C2CC2)CC1
51%[activator],CCNc1c(NC(=O)NC)c(=O)oc2ccccc12
2%,CCN1C(=O)CCN(C(=O)c2cccc(C#N)c2)CC12CCOCC2
-14%,CCc1cc2c(nc1CC)CCCN2S(=O)(=O)c1ccc(OC)cc1

Taken from above.
ALOX12 inh with `O=C(c1cccs1)N1CCCC(n2cc(-c3nc(C4CC4)no3)nn2)C1` (centres undefined) is entered as 13%
ALOX12 inh with `CCN1C(=O)CCN(C(=O)c2cccc(C#N)c2)CC12CCOCC2` is entered as 2%

(list continues)
ALOX12 inh,molecule
-19%,Cc1ccc(F)c(NC(=O)CCNC(=O)c2cccs2)c1
?,CCc1c(-c2ccc(Br)cc2)ncn1CCc1ccccc1OC
6%[6.33 µM],O=C1NCc2ccccc2CC12CCN(Cc1ccccc1F)CC2
?,O=c1cc(CN2CCN(c3ccccc3O)CC2)c2cc(Cl)c(O)cc2o1
?,Cc1cc(C)c(CNC(=O)c2nc(-c3ccc(F)cc3)cc3c2ccn3C(C)C)c(=O)[nH]1
-6%,CC(C)(C)C(NCC(=O)NC(C)(C#N)C1CC1)c1cccs1 (centres undefined)
-8%[176 µM],O=C1CCCCCN1C1CCN(Cc2ccsc2)CC1
-14%,Cc1cccc(C(=O)Oc2cccc(NC(=O)Cc3nn(C)c(=O)c4ccccc34)c2)c1
66%[activator],CC(=O)N1CCC(N2C[C@@H](CO)[C@H](NC(=O)c3ccccc3)C2)CC1
47%[activator],CCNC(=O)N1CCC2(CC1)CC(N(CC)CC)CCO2 (centres undefined)
25%,O=C(c1cnccn1)N1CCC([C@@H]2CNC[C@H]2CO)CC1
?,CCOC(=O)CSc1nc2c(c(=O)[nH]c(=O)n2C)n1Cc1ccc(Cl)cc1

Remaining list, next part.
ALOX12 inh,molecule
6%,Cc1ccc(-c2noc(-c3ccc(Br)o3)n2)cc1
17%,Cn1c(Sc2ncc(C(F)(F)F)cc2Cl)nnc1-c1ccncc1
3%,Cc1ccc(C(=O)N2CCCN(S(C)(=O)=O)C(c3ccccc3)CC(=O)NCC2)s1 (centres undefined)
11%,CC(C)c1ccc(CC(=O)N2CCCc3ncc(C(=O)Nc4cccc(C(F)(F)F)c4)cc32)cc1
-9%,CCN(CC)c1ccc(C=Nc2ccc(Br)cc2)cc1
-7%,COc1ccccc1NC(=O)c1cc2c(N3CCSCC3)nc(C)cn2n1
44%[activator],COc1ccccc1OCCNC(=O)C1CCc2ncc(-c3ccc(F)cc3)n2C1 (centres undefined)
1%[6.33 µM],O=C(NCCc1ccc(Cl)cc1)c1nc(-c2ccc(Cl)nc2)c2ccccn12
16%,CS(=O)(=O)N1CCOCCNC(=O)[C@@H]2CCC[C@@H]21
30%[activator],CCOCC(=O)N1CCN(c2nnnn2-c2ccccc2)CC(O)C1 (centres undefined)
13%[176 µM],CC(C)(Oc1nn(CCN2CCOCC2)c2ccccc12)C(=O)NCc1ccncc1
25%,COc1ncc(CN2CCC3(CC2)OC(=O)N(Cc2ccccc2)C3(C)c2ccccc2)cn1 (centres undefined)

(further entries)
ALOX12 inh,molecule
-24%,Cc1cccc(-c2ccccc2C(=O)O)c1
16%,N#Cc1cccc(CN2CCC3(CC2)CC(Cc2nc(C4CC4)no2)CCO3)c1 (centres undefined)
178%[activator],COc1ccc(-c2[nH]ncc2CN2CCCCCNC(=O)[C@@H]3CCC[C@@H]32)cc1
?,COc1ccc(C(=O)N2CC(CO)C3(CCNCC3)C2)c(OC)c1 (centres undefined)
4%[176 µM],O=C1N(C2CCOCC2)C[C@H]2CN(S(=O)(=O)c3ccccc3)CCN12
84%[activator],Cn1ccnc1CNC(=O)C[C@@H]1C[C@H]2O[C@H](CNC(=O)NCc3ccccc3)[C@@H](O)[C@H]2O1
16%,C=CCN1CCN(C(=O)CCc2nc(C3CCCN3C(=O)NCC)no2)CC1 (centres undefined)
?,O=C(/C=C/Nc1ccc(Cl)cc1C(F)(F)F)c1ccc(Br)cc1
-9%,CCOC(=O)c1cnc2ccccc2c1N1CCC(O)CC1
?,COc1ccc(-c2csc(NC(=O)c3ccccc3OCc3noc(C)n3)n2)cc1
-2%,Cc1nc(SCc2nnc(-c3ccccc3Br)o2)n(C2CCCC2)c1C
30%,COCCC(=O)NCC1Cn2cccc2C(=O)N1Cc1ccccc1 (centres undefined)

Continued.
ALOX12 inh,molecule
58%[activator],COc1ccc(C(=O)N2CCC3(CC2)CCC(O)(CN(C)C)CC3)cc1
0%[12.5 µM],CC1(C(=O)NCCc2ccc(F)cc2)CCOCC1
-7%,COCc1ccc2c(c1)c(OC(C)(C)C(=O)N1CCN(CCO)CC1)nn2Cc1ccccc1
-2%,CC(=O)c1cc2c(cc1NC(=O)CSc1nnc(C3CCCCC3)o1)OCO2
24%,CCCNC(=O)CNC(=O)c1nn(-c2ccccc2)c(=O)c2ccccc12
35%,COC1C(=O)N(c2cccc(F)c2)C12CCN(C(=O)Nc1ccccc1F)CC2 (centres undefined)

Filtered by structure, the compounds so far containing a tert-butyl group.
ALOX12 inh,molecule
-24%,CCc1nc2ccccc2c(C(=O)OCC(=O)NC(C)(C)C)c1C
-6%,CC(C)(C)C(NCC(=O)NC(C)(C#N)C1CC1)c1cccs1 (centres undefined)

Screening results: PubChem BioAssay, National Center for Advancing Translational Sciences (NCATS)
